aDG glyco up: alpha-DG glycosylation activation; Pro5-aDG cells, alpha-DG glycosylation AlphaScreen (IIH6); 0% Pro5, 100% B10-LARGE cell signal; activation, % at 10 µM; 360,000 tested, 0.22% active;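 active = activation of at least 8% versus controls, or a plate z-score of at least 8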;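 note: Pro5 are CHO cells carrying HIG-tagged alpha-DG that lacks glycosylation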
Exocytosis inh: lytic granule exocytosis inhibition; TALL-104 LAMP-1 surface exposure, flow cytometry; cells stimulated with thapsigargin and PMA; inhibition, % at 10 µM; 360,000 tested, 0.66% active;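 active = inhibition above about 55%, limit read from the data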
ABCB6 inh MLPCN: human ABCB6 transporter inhibition | K562-ABCB6 porphyrin accumulation, flow cytometry, 1 h; active compounds read low | fluorescence ratio to DMSO, % at 10 µM | 360,000 tested, 0.19% active | AID 602162;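 active = fluorescence ratio to DMSO below 75%, the collection mean minus 3 SD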;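 note: signal is porphyrin accumulated inside mitochondria; 100% equals median channel fluorescence of DMSO control wells; lower ratio means ABCB6 inhibition with less porphyrin fluorescence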
N-glyco inh: blocks N-linked glycosylation in D54 reporter cells; D54 ERlucT glycosylation luciferase reporter, 24 h; percent of 100 nM tunicamycin response; reporter increase, % at 12.5 µM; AID 588692; 360,000 tested, 0.23% active;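 active = mean luciferase reporter signal, scaled so untreated is 0 and the glycosylation-blocking control 100, at or above a set limit in every replicate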;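 note: luciferase carries N-glycosylation sites so blocking glycosylation raises the light; 0% = median of neutral control wells and 100% = median of 100 nM tunicamycin wells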
MC4R antagonist: antagonists of human melanocortin 4 receptor (MC4R); inhibition, % at 6.5 µM; P32245; 360,000 tested, 0.48% active; MC4R-expressing cells, MTII-stimulated cAMP, LANCE TR-FRET;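 active = inhibition above its plate's cutoff, the mean of tested wells on that plate plus 3 SD, cut at about 29% in these data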;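 note: 0% = Melanotan II alone and 100% = Melanotan II plus saturating MCL0020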
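System: U2OS-MC4R stable cell line; Technique: Eu-cAMP/anti-cAMP TR-FRET, emission 671 nm; Repeats: single well per compound; Also added: Melanotan II; Dosing: one concentration, 6.5 µM nominal; Schedule: 30-min compound, 1-h challenge, 1-h detection, room temperature.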
MC4R barr agon: activates human MC4R beta-arrestin recruitment. P32245. U2OS MC4R beta-arrestin complementation, luminescence; percent of melanotan II response, DMSO zero. activation, % at 8.9 µM. 360,000 tested, 0.98% active. AID 540308;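 active = activation above a per-plate cutoff, the mean activation of sample wells on that plate plus 3 SD, cut at about 8% in these data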
HTR2A ag: activates the mouse 5-HT2A serotonin receptor | P35363 | CHO-K1 mHTR2A beta-arrestin complementation, luminescence; percent of 30 µM serotonin response | activation, % at 7.6 µM | 360,000 tested, 0.66% active | AID 624169;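 active = activation above a run cutoff, the mean activation of all tested compounds plus 3 SD, cut at about 14% in these data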;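 note: 0% = plate median of compound wells and 100% = 30 µM serotonin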
iPSC survival up: hiPSC single-cell survival enhancement. ATPlite luminescence; 100% = ROCK inhibitor wells, 0% = DMSO. survival enhancement, % at 20 µM. 360,000 tested, 0.044% active; in the data active = survival enhancement above about 18%;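 note: cells exposed to compounds for 16 hours before the ATP read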
Cardio protect: protects H9c2 cardiomyocytes from peroxide injury; H2O2 injury protection, ATPLite, 2 h; protection from H2O2 cell death, % at 20 µM; 360,000 tested, 0.63% active;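 active = compounds giving at least 50% protection of heart cells from peroxide-induced death in the single-dose screen, raw or plate-pattern-corrected value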;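 note: 0% = DMSO wells with peroxide and 100% = DMSO wells without peroxide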
ABHD5 PLIN5 PPI: inhibitors of human ABHD5-perilipin-5 interaction; AID 602281; Q00G26+Q8WTS1; 360,000 tested, 0.78% active; Split G. princeps luciferase complementation, luminescence, 4 h; inhibition, % at 4 µM;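 active = inhibition above the mean inhibition across every tested compound plus 3 SD, cut at about 22% in these data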;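 note: 0% = DMSO only wells and the 100% control is not disclosed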
Target sequence (Q00G26 whole entry, looked up): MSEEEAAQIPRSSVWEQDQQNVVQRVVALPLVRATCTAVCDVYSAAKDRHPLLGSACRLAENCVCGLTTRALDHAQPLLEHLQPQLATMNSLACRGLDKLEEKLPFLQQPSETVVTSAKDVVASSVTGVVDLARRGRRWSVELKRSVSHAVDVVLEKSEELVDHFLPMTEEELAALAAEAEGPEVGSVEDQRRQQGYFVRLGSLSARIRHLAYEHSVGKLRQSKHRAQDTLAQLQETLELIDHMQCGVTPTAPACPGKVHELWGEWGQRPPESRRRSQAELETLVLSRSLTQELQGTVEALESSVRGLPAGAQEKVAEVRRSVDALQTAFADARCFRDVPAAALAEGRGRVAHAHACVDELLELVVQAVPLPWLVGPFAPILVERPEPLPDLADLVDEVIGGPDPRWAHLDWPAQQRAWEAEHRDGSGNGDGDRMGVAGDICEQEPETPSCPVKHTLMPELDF
Target sequence (Q8WTS1 whole entry, looked up): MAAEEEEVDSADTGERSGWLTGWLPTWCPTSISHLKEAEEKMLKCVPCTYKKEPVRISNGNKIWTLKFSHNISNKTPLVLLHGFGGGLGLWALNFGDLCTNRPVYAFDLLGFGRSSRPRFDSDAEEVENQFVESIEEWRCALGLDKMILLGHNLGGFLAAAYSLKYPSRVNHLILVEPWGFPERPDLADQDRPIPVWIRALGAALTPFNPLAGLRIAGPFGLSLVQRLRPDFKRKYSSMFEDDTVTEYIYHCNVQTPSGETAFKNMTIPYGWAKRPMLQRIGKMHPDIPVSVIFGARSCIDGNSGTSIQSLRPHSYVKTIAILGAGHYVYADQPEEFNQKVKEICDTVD
Starred values were filed as active, the others as inactive; . = no result given.

no. | molecule | aDG glyco up | Exocytosis inh | ABCB6 inh MLPCN | N-glyco inh | MC4R antagonist
1 | c1ccc(-c2nnc(C3CC(c4ccncc4)=NO3)o2)cc1 (stereo unspecified) | 0.0 | -4 | 101 | 0 | -2
2 | O=C(NC(=S)Nc1ccccc1N1CCCC1)c1ccc(F)cc1 | 0.2 | 1 | 96 | 0 | 4
3 | O=C(CSc1nnc(CNC(=O)c2ccc(F)cc2)o1)NCc1ccc2c(c1)OCO2 | -0.1 | 4 | 105 | . | 15
4 | CC12CC3CC(C)(C1)CC(NCc1ccncc1)(C3)C2 | 0.1 | 3 | 98 | 2 | 8
5 | O=C1/C(=C/c2cccs2)SC(=S)N1NS(=O)(=O)c1ccccc1 | 0.0 | -2 | 99 | 3 | 8
6 | O=C(CSc1ccc(Cl)cc1)Nc1ccccc1N1CCN(C(=O)c2ccc(Cl)cc2)CC1 | 0.0 | -2 | 91 | -6 | 1
7 | Cc1cc(C)n(CCNC(=O)C2CCC(=O)N(CC3CCCCC3)C2)n1 (stereo unspecified) | 0.0 | -2 | 99 | -1 | 2
8 | COc1cc(C(=O)NCC(=O)Nc2c(C)cccc2C)ccc1OCc1ccccc1 | -0.1 | -2 | 103 | 2 | 3
9 | Cc1nnc(NC(=O)CSc2nnc(C)n2-c2ccc(F)cc2)s1 | 0.1 | 4 | 99 | 0 | 7
10 | CC(=O)Nc1ccccc1NC(=O)c1cc(C)cc(C)c1 | -0.4 | -4 | 105 | 0 | -4

no. | MC4R barr agon | HTR2A ag | iPSC survival up | Cardio protect | ABHD5 PLIN5 PPI
1 | -1.4 | 3 | 0.5 | 5 | -4
2 | 4.1 | -4 | -2.1 | 3 | -14
3 | -0.1 | 14 | 0.4 | -2 | -3
4 | -1.5 | 0 | -0.3 | 2 | 7
5 | -0.6 | 3 | -0.4 | -1 | -1
6 | -0.9 | 4 | -0.5 | -1 | 0
7 | -1.0 | 7 | -0.4 | -3 | 6
8 | -1.1 | -4 | -2.1 | -2 | -13
9 | -3.2 | 3 | 1.3 | 9 | 1
10 | -3.3 | -6 | 1.3 | -6 | 1

Three compounds drawn at random from the list so far:
no. | molecule | aDG glyco up | Exocytosis inh | ABCB6 inh MLPCN | N-glyco inh | MC4R antagonist
7 | Cc1cc(C)n(CCNC(=O)C2CCC(=O)N(CC3CCCCC3)C2)n1 (stereo unspecified) | 0.0 | -2 | 99 | -1 | 2
3 | O=C(CSc1nnc(CNC(=O)c2ccc(F)cc2)o1)NCc1ccc2c(c1)OCO2 | -0.1 | 4 | 105 | . | 15
8 | COc1cc(C(=O)NCC(=O)Nc2c(C)cccc2C)ccc1OCc1ccccc1 | -0.1 | -2 | 103 | 2 | 3

no. | MC4R barr agon | HTR2A ag | iPSC survival up | Cardio protect | ABHD5 PLIN5 PPI
7 | -1.0 | 7 | -0.4 | -3 | 6
3 | -0.1 | 14 | 0.4 | -2 | -3
8 | -1.1 | -4 | -2.1 | -2 | -13

Next results
no. | molecule | aDG glyco up | Exocytosis inh | ABCB6 inh MLPCN | N-glyco inh | MC4R antagonist
11 | CC(C)(C)NC(=O)C(c1ccco1)N(C(=O)c1csnn1)c1ccccc1 (stereo unspecified) | -0.1 | -3 | 96 | -2 | 7
12 | O=C(O)Cc1ccc(NC(=S)NCc2ccco2)cc1 | -0.2 | -1 | 96 | 0 | 5
13 | Cc1ccc(CN=c2c([N+](=O)[O-])nn(-c3ccc(Cl)cc3)n2O)cc1 | 0.0 | -5 | 94 | 0 | 3
14 | CCCOc1ccc(F)cc1-c1cc(C(=O)NCc2cc(OC)cc(OC)c2)[nH]n1 | 0.5 | 33 | 98 | -3 | -1
15 | CCN(CC)S(=O)(=O)c1ccc(C(O)=C(C#N)c2nc3ccccc3n2C)cc1 | -0.1 | 9 | 97 | -5 | 3
16 | CON/C=C(\C=Nc1ccc(C(F)(F)F)cc1)c1ncc(C(F)(F)F)cc1Cl | -0.4 | -4 | 92 | -1 | 2
17 | O=C1CCCCCC1C1(O)C(=O)Nc2ccccc21 (stereo unspecified) | 0.1 | -3 | 97 | 5 | 2
18 | Cc1ccc(N2C(=O)CC(NNc3nc4ccccc4s3)C2=O)cc1C (stereo unspecified) | -0.1 | -6 | 89 | 4 | 12
19 | O=C(O)C1CCN(S(=O)(=O)c2ccc(N3CCCC3C(=O)O)c([N+](=O)[O-])c2)CC1 (stereo unspecified) | 0.1 | 1 | 100 | 0 | 3
20 | Cc1ccc(NCC(=O)N/N=C/c2cccc(Br)c2)cc1 | -0.2 | 0 | 97 | 3 | -4

no. | MC4R barr agon | HTR2A ag | iPSC survival up | Cardio protect | ABHD5 PLIN5 PPI
11 | -2.1 | 0 | 4.3 | 2 | -10
12 | 0.5 | 1 | 0.1 | 1 | 1
13 | -2.1 | 2 | -0.6 | -1 | -3
14 | 0.5 | -8 | 10 | 7 | -7
15 | 0.1 | 3 | -2.3 | 19 | -4
16 | -1.0 | 5 | -0.8 | -7 | 5
17 | -2.4 | -1 | 1.2 | 14 | -1
18 | -1.9 | 0 | 0.2 | 9 | 0
19 | -3.1 | -5 | 0.7 | 0 | 2
20 | 0.6 | -9 | 1.2 | -4 | -5

(cont.)
no. | molecule | aDG glyco up | Exocytosis inh | ABCB6 inh MLPCN | N-glyco inh | MC4R antagonist
21 | CCC(CC)CN1CCC(CN2C(=S)NC[C@@H]2CC(C)C)CC1 | -0.3 | -3 | 93 | 2 | 4
22 | CCn1nc(C)c(CNC(=O)c2cc(COc3ccc(F)cc3Cl)on2)c1C | 1.5 | 3 | 92 | -3 | 12
23 | CC1(C)CC(=O)C=C(c2cccnc2)C1 | -0.3 | 5 | 95 | 0 | -1
24 | COc1ccc(C(=O)OCC(=O)c2ccco2)cc1[N+](=O)[O-] | -0.1 | 2 | 94 | 1 | 6
25 | CCn1cc(CN2CCC(C(=O)Nc3cccc(-c4cccc(F)c4)c3)CC2)cn1 | 1.4 | 6 | 101 | 1 | -3
26 | CCOC(=O)c1ccc(NC(=O)CC2C(=O)N(c3cccc(OC)c3)C(=O)N2CCOC)cc1 (stereo unspecified) | -0.2 | 0 | 99 | -1 | 18
27 | Cc1c(NC(=O)c2ccc3c4c(cccc24)CC3)c(=O)n(-c2ccccc2)n1C | 0.6 | 0 | 101 | 0 | 24
28 | Cc1cc(NC(=O)c2ccc(Cl)cc2Cl)n(CCC#N)n1 | -0.1 | -6 | 100 | 2 | 6
29 | O=c1cc(-c2ccccc2)[nH]n1-c1ccc([N+](=O)[O-])cc1 | -0.4 | -1 | 102 | -2 | 6
30 | CCC(C)OC(=O)C1=C(C)OC23OC(N)=C(C#N)C12C(=O)c1ccccc13 (stereo unspecified) | -0.4 | 0 | 101 | -4 | 0

no. | MC4R barr agon | HTR2A ag | iPSC survival up | Cardio protect | ABHD5 PLIN5 PPI
21 | -0.4 | -6 | -0.9 | -4 | -3
22 | 0.0 | 5 | -0.4 | -14 | 4
23 | -0.5 | 2 | -1.9 | 5 | 3
24 | -1.9 | 6 | 1.7 | 2 | 5
25 | -0.8 | -10 | -0.4 | 1 | 1
26 | -0.8 | -4 | 0.3 | 4 | -2
27 | 1.7 | 0 | -0.3 | -3 | -10
28 | -3.2 | -2 | 0.7 | 1 | 1
29 | -3.9 | 5 | 4.5 | -13 | -14
30 | -2.4 | -2 | -2.3 | -3 | 1

(cont.)
no. | molecule | aDG glyco up | Exocytosis inh | ABCB6 inh MLPCN | N-glyco inh | MC4R antagonist
31 | COc1cc2c(cc1OC)C(C)N(S(=O)(=O)c1ccc(Cl)nc1)CC2 (stereo unspecified) | 0.1 | 0 | 100 | 1 | -2
32 | Cc1cccc(C(=O)OCC(=O)NCC2COc3ccccc3O2)c1 (stereo unspecified) | -0.1 | -6 | 101 | 0 | 8
33 | O=C(Cc1ccccc1)NC(Nc1cccc2ccccc12)C(Cl)(Cl)Cl (stereo unspecified) | -0.2 | 1 | 97 | 2 | 3
34 | O=C(CSc1ccc(Cl)cc1)N1CCC(c2nc3ccccc3s2)CC1 | 0.3 | 1 | 97 | 0 | 7
35 | Cc1cccc(C(=O)OCC(=O)NC2CC2)c1O | -0.4 | 4 | 104 | 2 | 5
36 | CCC(=O)Nc1ccc(C(=O)CSc2nc(N)cc(N)n2)cc1 | 0.1 | -3 | 95 | -1 | 17
37 | CCOC(=O)C(Sc1cc(-c2ccccc2)nc2ncnn12)C(C)=O (stereo unspecified) | -0.1 | -4 | 104 | 5 | 7
38 | O=C(Oc1ccc2c3c(c(=O)oc2c1)CCCC3)c1ccco1 | 0.9 | -2 | 85 | 0 | -2
39 | CC(O)c1ccc(Oc2cnccn2)cc1 (stereo unspecified) | -0.2 | -5 | 94 | 0 | 0
40 | CC1CN(c2nc3c(c(=O)n(C)c(=O)n3C)n2Cc2c(F)cccc2Cl)CC(C)O1 (stereo unspecified) | 0.1 | 1 | 95 | 5 | 6

no. | MC4R barr agon | HTR2A ag | iPSC survival up | Cardio protect | ABHD5 PLIN5 PPI
31 | -0.9 | 3 | -0.1 | 2 | 6
32 | -1.2 | 5 | -0.2 | 0 | -5
33 | 3.9 | 1 | 2.8 | -23 | -4
34 | 0.0 | -2 | 0.8 | -26 | 6
35 | -1.3 | 5 | -1.5 | -2 | 8
36 | -4.1 | 6 | -0.8 | 3 | -6
37 | 0.4 | -2 | -0.7 | 0 | -1
38 | -0.5 | -3 | 0.4 | 44 | 1
39 | -0.8 | -2 | 1.2 | -5 | -3
40 | -2.0 | 2 | -0.7 | 4 | 0

Copied from the list.
#38 in MC4R antagonist has -2
#39 in Cardio protect has -5
#35 in MC4R barr agon has -1.3

Next part:
no. | molecule | aDG glyco up | Exocytosis inh | ABCB6 inh MLPCN | N-glyco inh | MC4R antagonist
41 | CCCCc1nnc(SCC(=O)Nc2nccs2)n1C | 0.0 | -2 | 101 | 1 | -1
42 | CC(C)COC(=O)c1ccccc1N1C(=O)C2C3CCC(C3)C2C1=O (stereo unspecified) | 0.2 | 0 | 100 | 1 | 11
43 | COc1ccc(C2=NOC(C(=O)NCc3ccccc3)C2)cc1 (stereo unspecified) | 0.0 | 3 | 93 | 17 | -24
44 | O=C(Nc1ccc(Oc2ccccc2)nc1)C1CCN(Cc2cccc(F)c2)CC1 | 1.8 | 1 | 98 | -1 | -7
45 | CCOC(=O)c1cc(=O)n2nc(-c3ccc(C)cc3)nc2s1 | -0.1 | -1 | 98 | 0 | 2
46 | CC1(C)NC(=O)N(CC(=O)OCC(=O)Nc2cc(S(=O)(=O)N3CCCCC3)ccc2Cl)C1=O | 0.2 | 3 | 103 | -1 | 14
47 | Nc1ncnc2c1ncn2[C@@H]1O[C@H](CNCc2cccc(C#Cc3ccccc3)c2)[C@@H](O)[C@H]1O | 0.9 | -3 | 102 | -1 | -2

no. | MC4R barr agon | HTR2A ag | iPSC survival up | Cardio protect | ABHD5 PLIN5 PPI
41 | -3.3 | -4 | -0.2 | 7 | -1
42 | 2.0 | -6 | -1.0 | 3 | 5
43 | 0.1 | 4 | -2.2 | 0 | 7
44 | -1.0 | -10 | -0.2 | 2 | 2
45 | -1.3 | 3 | -0.2 | 1 | 11
46 | 2.1 | -1 | 0.7 | -8 | -1
47 | -3.5 | -1 | 1.1 | -8 | -11

Screening data deposited in PubChem BioAssay by several laboratories.
